High-throughput results: PubChem BioAssay, National Center for Advancing Translational Sciences (NCATS)
Menin-MLL TR inh – qHTS Assay for Inhibitors Targeting the Menin-MLL Interaction in MLL Related Leukemias: Competition With Texas Red Labeled MLL-derived Mutant Peptide; Potency, µM (doses to about 61.6 µM), for inactives: at the top dose FP activity change, negative = inhibition, actives largely listed as inhibitors; O00255; AID 1768, 2009; hit rate 0.23% among 270,000; Menin + Texas Red MLL mutant peptide, fluorescence polarization; active = well fitted inhibition curve with a large enough effect in the polarisation, with a control signal flat, not every such curve was filed as active; inconclusive = small, poorly fitted or top-dose-only effect, or effect the other way, or a change in a side signal; inactive = no such curve, though single readings can be large or run the other way; the % refers to the polarisation; also: potency is read from the fitted curve at half-maximal effect; % of control where 0% means no effect; many of its hits are not listed in these tables
Target sequence (O00255 whole entry, looked up): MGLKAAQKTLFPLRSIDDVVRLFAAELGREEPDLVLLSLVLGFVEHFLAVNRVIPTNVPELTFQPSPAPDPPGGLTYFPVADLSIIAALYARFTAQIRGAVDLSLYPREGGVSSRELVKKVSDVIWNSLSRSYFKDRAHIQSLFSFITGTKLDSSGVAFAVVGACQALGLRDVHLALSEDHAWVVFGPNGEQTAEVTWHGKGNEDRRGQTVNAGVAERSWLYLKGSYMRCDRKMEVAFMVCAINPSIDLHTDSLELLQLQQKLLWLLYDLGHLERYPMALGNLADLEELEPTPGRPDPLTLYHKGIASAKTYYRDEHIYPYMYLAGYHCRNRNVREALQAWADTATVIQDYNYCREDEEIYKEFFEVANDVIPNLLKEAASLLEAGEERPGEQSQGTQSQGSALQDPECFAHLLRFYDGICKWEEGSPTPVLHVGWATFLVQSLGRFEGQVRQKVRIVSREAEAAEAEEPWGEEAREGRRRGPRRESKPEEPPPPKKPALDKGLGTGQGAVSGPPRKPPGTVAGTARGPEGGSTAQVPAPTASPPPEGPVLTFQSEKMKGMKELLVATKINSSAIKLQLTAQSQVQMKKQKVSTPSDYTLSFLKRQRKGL
MBNL1-CUG inh – qHTS Assay for Inhibitors of MBNL1-poly(CUG) RNA binding; Muscleblind-like protein 1 (Homo sapiens), Q9NR56; TR-FRET MBNL1-His/biotin-(CUG)12 binding, 665/545 ratio; Potency, µM (titrated, usually from 57.5 µM), without a hit: at the top dose activity change, negative = inhibition, most hits filed as inhibitors; hit rate 0.036% among 280,000; AID 2675, 2010; active = well fitted inhibition curve with a large enough effect in the signal ratio, with a control signal flat, not every such curve was filed as active; inconclusive = small, poorly fitted or top-dose-only effect, or effect the other way, or a change in a side signal; inactive = no such curve, though single readings can be large or run the other way; the % refers to the signal ratio; also: potency is read from the fitted curve at half-maximal effect; % is scaled to controls: 0 for no effect and ±100 for the full control effect
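Inhibition of protein-RNA binding appears as loss of TR-FRET between terbium anti-His antibody on MBNL1-His and streptavidin-XL665 on biotin-(CUG)12. Activity is normalized to buffer-only and uninhibited-complex controls.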
CXXC DNA block – qHTS Fluorescence Polarization Assay for Inhibitors of MLL CXXC domain - DNA interaction; Histone-lysine N-methyltransferase 2A (Homo sapiens), Q03164; MLL-CXXC / FITC-HOXA9 DNA fluorescence polarization; Potency, µM (titrated, usually from 115 µM), inactives show top-dose activity change, negative = inhibition, usual class: inhibitors; hit rate 0.037% among 290,000; active = well fitted inhibition curve with a large enough effect in the polarisation, with a control signal flat, not every such curve was filed as active; inconclusive = small, poorly fitted or top-dose-only effect, or effect the other way, or a change in a side signal; inactive = no such curve, though single readings can be large or run the other way; the % refers to the polarisation; also: potency is read from the fitted curve at half-maximal effect
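Fluorescence polarization: 7 uM MLL-CXXC (stock) preincubated 5 min with compounds, then 50 nM fluorescein-HOX-A9 DNA (stock) added; 30 min ambient. Buffer 50 mM Tris-HCl pH 7.5, 50 mM NaCl, 1 mM DTT, 0.05% BSA.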
TCR activator – Activators of T cell receptors: qHTS campaign; primary human leukocytes, anti-CD3, IL-2 HTRF, 48 h; Potency, µM (top dose mostly 9.22 µM), inactives show at the highest dose activation of IL-2 secretion, most hits filed as activators; 330,000 tested, under 10 active; AID 504894, 2011; also: % of control where 0% means no effect
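Compounds are tested in HTS on primary human leukocytes co-incubated with a-CD3 beads for 48 hr. IL-2 output is measured by time-resolved FRET.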
ASM inhibitor – Inhibitors of Secretory Acid Sphingomyelinase (S-ASM): qHTS; Sphingomyelin phosphodiesterase (Homo sapiens), P17405; placental ASM, HMU-PC fluorogenic substrate, 60 min; Potency, µM (doses to about 57.5 µM), for the others: at the top dose activity change, negative = inhibition, hits mostly inhibitors; hit rate 0.006% among 340,000; also: potency is read from the fitted curve at half-maximal effect
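qHTS format. ASM enzyme prepared from human placenta hydrolyses the fluorogenic substrate HMU-PC0 (9 uM final) over 60 min at 37 °C after a 10 min compound preincubation.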
TSHR antagonist – Antagonists of the Thyroid Stimulating Hormone Receptor: HTS campaign. TSHR-expressing cells, TSH-stimulated cAMP HTRF, 2 h; active compounds read low. Thyrotropin receptor (Homo sapiens), P16473. AID 504810, 2011. hit rate 0.2% among 330,000. activity change, negative = inhibition, % at 11.5 µM;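 active = activity change below a set negative limit, meaning inhibition stronger than a set level, cut at about -70% in these data; inconclusive = activity change between two set negative limits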; also: % is scaled to controls: 0 for no effect and ±100 for the full control effect
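Freshly harvested TSHR cells receive pin-tooled compound, then EC80 TSH at 4nM final. After 2 hours at 37 deg C, antibody in lysis buffer and cAMP-d2 are added; 30 minutes at ambient temperature precede the HTRF read.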
AT treatment – qHTS Assay for Identifying a Potential Treatment of Ataxia-Telangiectasia; Potency, µM (series often up to 57.5 µM), inactives show at the top dose activation, actives largely listed as activators; hit rate 0.19% among 320,000; […] A-T fibroblasts, KAP-1 phosphorylation AlphaLISA; neocarzinostatin DNA damage 30 min before lysis; also: potency is read from the fitted curve at half-maximal effect; % of control where 0% means no effect; nearly all actives have a fitted effect of over 45% in size
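ATM-like activity read as KAP-1 phosphorylation via AlphaLISA donor/acceptor antibody pairs after lysis and 6 hr at 25C. Cells were ATM-null patient fibroblasts ([…], hTERT), dosed 60 min, then exposed to the DSB inducer NCS for 30 min.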
Mito fusion act – qHTS Assay for Small Molecule Inhibitors of Mitochondrial Division or Activators of Mitochondrial Fusion | hit rate 0.23% among 320,000 | S. cerevisiae fusion-defective mutant growth rescue, CellTiterGlo 48 h | Potency, µM (top dose mostly 46.1 µM), inactives show at the highest dose growth rescue (activation), usual class: activators;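 also: potency is read from the fitted curve at half-maximal effect; % of control where 0% means no effect; nearly all actives have a fitted effect of over 45% in size; temperature-sensitive fusion mutants such as fzo1-1 at 37 °C on non-fermentable ethanol glycerol medium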
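Luminescent cell viability in 1536-well qHTS format served as the measure of rescued growth in ts fusion-mutant S. cerevisiae cultured on non-fermentable YPEG for 48 hours at 37C.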
Integrin act MD – qHTS for Activators of Integrin-Mediated Alleviation for Muscular Dystrophy; alpha7betagal myoblasts, beta-gal FDG fluorescence, 48 h; Potency, µM (highest dose often 38.3 µM), for the others: at the highest dose activation, actives largely listed as activators; hit rate 0.064% among 350,000;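 also: potency is read from the fitted curve at half-maximal effect; 100% = response of the positive control SU9516; nearly all actives have a fitted effect of over 60% in size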
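Alpha7betagal+/- myoblasts (passage 13) were plated 16-24 hr, then exposed to compounds (1:260 dilution of DMSO stock) for 48 hours at 37C. After MPER lysis, β-galactosidase reporter activity was read as FDG fluorescence (ex 480/em 540) after 30 minutes.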
PTAP TSG101 blk – qHTS Assay for Iinhibitors of HIV-1 Budding by Blocking the Interaction of PTAP/TSG101 | Tumor susceptibility gene 101 protein (Homo sapiens), Q99816 | Fluorescence polarization, FITC-PTAP peptide / Tsg101 binding | Potency, µM (top dose mostly 115 µM), for the others: at the highest dose activity change, negative = inhibition, actives largely listed as inhibitors | 340,000 tested, under 10 active | AID 493005, 2010; active = well fitted inhibition curve with a large enough effect in the main read-out, with a control signal flat, not every such curve was filed as active; inconclusive = small, poorly fitted or top-dose-only effect, or effect the other way, or a change in a side signal; inactive = no such curve, though single readings can be large or run the other way; also: potency is read from the fitted curve at half-maximal effect; % of control where 0% means no effect
Target sequence (Q99816 whole entry, looked up): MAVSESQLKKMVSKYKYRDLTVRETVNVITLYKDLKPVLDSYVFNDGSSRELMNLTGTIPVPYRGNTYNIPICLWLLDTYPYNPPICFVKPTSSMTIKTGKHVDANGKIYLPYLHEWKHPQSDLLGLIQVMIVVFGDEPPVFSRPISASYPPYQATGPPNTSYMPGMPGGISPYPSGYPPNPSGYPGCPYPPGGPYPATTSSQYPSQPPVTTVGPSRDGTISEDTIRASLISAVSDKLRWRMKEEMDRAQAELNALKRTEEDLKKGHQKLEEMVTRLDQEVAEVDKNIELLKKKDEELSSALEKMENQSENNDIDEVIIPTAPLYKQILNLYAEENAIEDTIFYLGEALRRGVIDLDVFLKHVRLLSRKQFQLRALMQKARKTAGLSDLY
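Fluorescence polarization binding of Tsg101 binding domain (10 uM final) to FITC-labeled PTAP peptide (50 nM final) in HEPES pH 7.5 buffer with NaCl, Tween 20, EDTA, TCEP. Compounds added before peptide; binding 20 min at RT.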
The depositor's hits bear a star; ? = inconclusive; / = no result given; [ ] = remark or other dose. Unless noted, calls follow the shape of the dose curve; as a rule, active = well fitted curve in the direction sought with a large enough effect; inconclusive = small, poorly fitted or top-dose-only effect, or another doubt; inactive = no such curve, though single readings can be large; an effect the other way counts as inactive or inconclusive. A portion of the library. The share of hits here may be higher or lower than overall.

SMILES	Menin-MLL TR inh	MBNL1-CUG inh	CXXC DNA block	TCR activator	ASM inhibitor	TSHR antagonist	AT treatment	Mito fusion act	Integrin act MD	PTAP TSG101 blk
CC(c1ccccc1)n1c(-c2ccc(C(C)(C)C)cc2)n[nH]c1=S (stereo not drawn)	-13%	1%	8%	1%	-1%	21	14%	-9%	-41%	-3%
O=C(NCCCO)Nc1ccc2nc(-c3ccco3)c(-c3ccco3)nc2c1	?	?	?	/	/	2	-4%	-5%	/	/
CC(=O)Cc1nsc(Nc2ccc(C)cc2)n1	15%	-5%	0%	2%	-1%	0	-2%	3%	-1%	0%
Cc1[nH]c(=S)[nH]c(=O)c1Cc1ccccc1	-13%	-9%	-8%	2%	-1%	8	1%	-1%	-5%	2%
O=C(COC(=O)/C=C/c1ccc(F)cc1)NC1CCCCCC1	/	/	/	-10%[46.1 µM]	-2%	-9	4%	/	21%	-5%
COC(=O)C(CC(=O)c1ccc(Cl)cc1)c1ccccc1 (stereo not drawn)	/	/	/	3%	-4%	/	/	/	26%	2%
Cc1ccc(NC(=O)CN(C)C(=O)c2ccc(NC(=O)CC3SC(N4CCCC4)=NC3=O)cc2)cc1 (stereo not drawn)	/	/	/	0%	-2%	-4	2%	-1%	12%	-5%
COc1cc(C(=O)O)ccc1O	0%	-12%	5%	8%	3%	5	10%	9%	3%	4%
O=C(O)c1cc(N2C(=O)CCC2=O)ccc1NCc1cccnc1	/	-11%	3%	-5%	10%	-4	-6%	0%	?	-1%
Cc1ccc(S(=O)(=O)NCCC(c2ccccc2)c2ccco2)cc1 (stereo not drawn)	-12%	/	-7%	-2%[46.1 µM]	-1%	-17	/	11%	6%	-2%
CCOC(=O)N1CCC(NC(=O)c2oc3c(F)cccc3c2C)CC1	-26%	-1%	1%	7%	0%	-6	-7%	22%	6%	-8%
CC1CC(C)(C)OC(C[N+]2(C)CCCCC2)O1 (stereo not drawn)	/	-4%	2%	-7%	6%	-5	9%	-6%	7%	-9%
O=C1CCCC2=C1C1(CCCC1)N=C(Nc1nc3ccccc3s1)N2	-1%	-9%	-9%	/	90%	9	-2%	-3%	12%	-7%
Cc1cc(S(=O)(=O)NCc2ccccc2)ccc1OCC(=O)NCc1cccnc1	4%	-5%	-1%	-2%	0%	-4	0%	5%	28%	-1%
CCn1c2ccccc2c2cc(NC(=O)COC(=O)c3ccccc3F)ccc21	8%	21%	11%	2%[46.1 µM]	-3%	6	-9%	-4%	11%	-3%
O=c1cc(CN2CCCCCC2)nc2sccn12	-14%	-5%	-13%	1%	13%	-2	2%	7%	14%	-7%
O=[N+]([O-])c1cc(C(F)(F)F)c(Cl)cc1N1CCN(CCO)CC1	4%	?	-3%	7%[46.1 µM]	-7%	6	-2%	-4%	-14%	0%
Cc1cccc(NC(=O)c2ccccc2C(=O)O)c1	41%[activator]	-5%	-3%	4%	2%	7	-1%	-4%	7%	0%
CCOc1ccc(CN(Cc2ccco2)S(=O)(=O)c2ccc(-n3cnnn3)c(OC)c2)cc1	/	3%	3%	1%	?	2	-2%	8%	1%	-5%
O=C(Cn1c(=O)n(Cc2ccc3c(c2)OCO3)c(=O)c2ccccc21)N1CCCc2ccccc21	-17%	?	1%	-1%[46.1 µM]	-2%	9	1%	0%	-10%	-1%
CN(C(=O)COC(=O)c1cccc(S(=O)(=O)N2CCOCC2)c1)C1CCS(=O)(=O)C1 (stereo not drawn)	/	/	/	-3%	4%	2	-4%	1%	4%	-4%
CSc1ccccc1NC(=O)c1cccnc1	0%	1%	3%	/	7%	6	10%	-3%	?	/
Cc1cccc(-c2nc(CS(=O)CC(=O)N3CC(C)CC(C)C3)c(C)o2)c1 (stereo not drawn)	2%	0%	10%	-2%	-3%	3	8%	-6%	?	-5%
Cc1ccc(C(=O)Nc2nc3ccc(S(C)(=O)=O)cc3s2)cc1C	?	8%	8%	4%	4%	3	25%	3%	1%	1%
O=C(CCc1c[nH]c2ccccc12)NN1C(=O)NC2(CCCCC2)C1=O	/	/	/	-3%	9%	5	-20%	-2%	31%	0%
CC1(C)CC(CC(=O)O)(c2ccc(Cl)cc2)CCO1 (stereo not drawn)	1%	-3%	9%	1%	2%	4	-2%	-1%	-5%	-4%
COc1cc(CCCN2C(=S)NC[C@@H]2Cc2ccccc2)cc(OC)c1OC	-17%	4%	-1%	5%	2%	-5	10%	-2%	-32%	-1%
COc1cccc(/C=C/C(=C2/C(=O)N(c3ccccc3)N=C2C)c2ccc(Br)cc2)c1OC	9%	6%	-1%	-1%[46.1 µM]	0%	-4	1%	1%	3%	-3%
CN(C)c1ccc(CN(C(=O)c2cc3ccccc3oc2=O)C2CCS(=O)(=O)C2)cc1 (stereo not drawn)	/	5%	11%	0%	0%	-4	-1%	-1%	?	-2%
CCOC(=O)CNC(=O)CSc1ncnc2c1nnn2-c1ccc(F)cc1	6%	3%	-2%	-10%[46.1 µM]	0%	-11	7%	-1%	-15%	-3%
CC1(C)CC2CC(C)(CN2/C=C2/CCCCC2=O)C1 (stereo not drawn)	/	1%	-21%	-9%	7%	2	-55%[inhibitor]	0%	-7%	-3%
COc1ccc(-n2c(CCc3ccccc3)n[nH]c2=S)cc1	-5%	-13%	4%	5%	-3%	-5	-2%	-6%	7%	-1%
O=C(C1CCCO1)N1CCN(C(=S)Nc2ccc(F)c(Cl)c2)CC1 (stereo not drawn)	11%	2%	5%	0%	4%	7	0%	-2%	0%	-8%
Nc1ccc2c(c1)Cc1cc(Cl)c(Cl)cc1-2	/	/	/	3%	-4%	/	/	/	-6%	-1%
Cc1ccc(CNC(=O)C(CC(C)C)OC(=O)c2ccco2)cc1 (stereo not drawn)	0%	-2%	-5%	1%	-4%	6	-2%	-7%	24%	-6%
Cc1ccc(S(=O)(=O)N2CN(Cc3ccco3)c3nc4ccccc4nc32)cc1	1%	10%	1%	2%	4%	0	1%	2%	3%	1%
COc1ccc([C@H]2CC(=O)C=C(c3ccc(CNC(=O)OC(C)(C)C)cc3)C2)cc1	/	/	/	5%	-2%	-32	-4%	10%	-29%	-1%
COc1ccc(NS(=O)(=O)c2cc(OC)ccc2OC)cc1	/	/	/	3%	0%	/	/	/	2%	-1%
O=C(Cc1ccccc1)N/N=C/c1cc2c(cc1Cl)OCO2	1%	3%	2%	0%[46.1 µM]	3%	10	-6%	0%	-21%	2%
c1csc(-c2nnsc2-c2nc3ccccc3[nH]2)c1	?	10%	13%	7%	-2%	-4	10%	7%	-3%	-1%
O=C(NCc1cn2ccccc2n1)C1CCC(=O)N(Cc2ccccc2F)C1 (stereo not drawn)	/	-5%	-4%	0%	-5%	33	18%	12%	26%	-5%
CC(NC(=O)c1ccc2c(c1)S(=O)(=O)N=C1CCCCCN12)c1ccc(S(N)(=O)=O)cc1 (stereo not drawn)	/	2%	-8%	7%	8%	12	-2%	0%	20%	-3%
NC(=O)C1CCCN(C(=S)NCc2ccc3c(c2)OCO3)C1 (stereo not drawn)	1%	/	-6%	-1%	-1%	11	1%	8%	-5%	-2%
CCC(C)C(=O)Nc1cc([N+](=O)[O-])ccc1Cl (stereo not drawn)	-9%	/	11%	3%[46.1 µM]	5%	-8	1%	-14%	10%	1%
Cc1ccc(N2CC(C(=O)N3CCCc4ccccc43)CC2=O)cc1 (stereo not drawn)	2%	-1%	-1%	18%	-1%	-7	-6%	-2%	-11%	-12%
O=C1NC(c2ccc(F)cc2)Oc2ccccc21 (stereo not drawn)	5%	-3%	-19%	-2%	6%	2	0%	0%	2%	0%
